Jurkat NFkB inh: inhibitors of induced NF-kB luciferase reporter, primary screen, TCR NF-kB activation inhibitor project, cell-based, luminescence, uHTS | hit rate 0.53% among 330,000 | AID 435003, 2010 | inhibition, % at 4 µM | Jurkat, PMA/ionomycin-induced NF-kB luciferase reporter; in the data active means inhibition above about 50%
XBP1 UPR activ: activators of adaptive XBP1 UPR arm, primary screen, cell-based, CHO-XBP1 luciferase reporter, luminescence, uHTS. IRE1-XBP1 UPR activation; percent of tunicamycin response, DMSO as zero. activation, % at 20 µM. hit rate 0.33% among 330,000. AID 463104, 2010;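 active means versus positive control, 20 µM dose yields 30% or more activation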;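 further: 100% = tunicamycin at 10 µg/mL and 0% = DMSO only wells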
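Material: CHO cell line with stable XBP1 luciferase reporter; buffer or medium: F12 medium containing 10% fetal bovine serum; compound: single point, 20 µM final compound, 1% DMSO; incubation: 6 h treatment, 37 °C; measured by: glow luminescence from Steady-Glo reagent; evaluation: activation, % of tunicamycin; control set: tunicamycin high, DMSO low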
tim10-1 inh: growth inhibitors of tim10-1 mutant yeast, primary screen, luminescence, uHTS; S. cerevisiae tim10-1 ts strain growth, BacTiter-Glo, 24 h; hit rate 2.2% among 330,000; AID 463190, 2010; inhibition, % at 20 µM;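 active means inhibition of at least 40%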;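 further: mutant grown at 25 °C; 0% = DMSO wells with yeast and 100% = wells holding no yeast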
CHOP UPR activ: activators of apoptotic CHOP UPR arm, primary screen, cell-based, CHO-CHOP luciferase reporter, luminescence, uHTS; AID 449763, 2010; activation, % at 10 µM; UPR activation; percent of tunicamycin response over DMSO baseline; hit rate 0.34% among 330,000;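 active means at 10 µM dose, activation of 40% or more, normalized to positive control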;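 further: 100% = tunicamycin at 10 µg/mL and 0% = DMSO alone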
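Material: CHO-CHOP cells, stable luciferase reporter of PERK-eIF2a-CHOP signalling; quantity: 500 reporter cells seeded per well; buffer or medium: F12 medium containing 10% fetal bovine serum; compound: one dose, 10 µM in 0.5% DMSO; incubation: 6 h compound treatment, 37 °C; measured by: Steady-Glo luciferase luminescence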
TIM10 inh: growth inhibitors of isogenic TIM10 control yeast, primary screen, counter-screen for tim10-1 yeast inhibitor project, luminescence, uHTS | S. cerevisiae TIM10 strain growth, BacTiter-Glo luminescence, 24 h | inhibition, % at 10 µM | hit rate 1.4% among 330,000 | AID 463195, 2010;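 active means inhibition of 40% or more at the single tested concentration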;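 further: wild-type TIM10 isogenic control strain grown at permissive 25 °C; 0% = DMSO yeast wells and 100% = minimal medium wells without yeast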
697 NFkB inh: inhibitors of PMA/ionomycin-induced NF-kB reporter, 697 cells, primary screen, B-cell NF-kB inhibitor project, cell-based, luminescence, uHTS; inhibition, % at 4 µM; hit rate 0.33% among 330,000; 697 B-cell NF-kB luciferase reporter, 16 h; in the data active means inhibition above about 35%
tim23-1 inh: growth inhibitors of tim23-1 mutant yeast, primary screen, luminescence, uHTS; S. cerevisiae tim23-1 growth, BacTiter-Glo luminescence, 24 h; inhibition, % at 20 µM; hit rate 1.3% among 330,000;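 active means growth inhibition of the mutant yeast at or above 50%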;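 further: temperature-sensitive mutant grown at 25 °C; plate controls were DMSO-treated mutant yeast for no effect and medium wells lacking yeast for full effect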
Mdm2-MdmX inh: inhibitors of human Mdm2-MdmX association, primary screen, cell-based, luminescence, split luciferase, SaOS-2, uHTS; SaOS-2 split-luciferase Mdm2/MdmX complementation; hit rate 3% among 330,000; inhibition, % at 8 µM;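 active means inhibition of at least 50% at 8 µM in the primary screen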
Target sequence (O15151 whole entry, looked up): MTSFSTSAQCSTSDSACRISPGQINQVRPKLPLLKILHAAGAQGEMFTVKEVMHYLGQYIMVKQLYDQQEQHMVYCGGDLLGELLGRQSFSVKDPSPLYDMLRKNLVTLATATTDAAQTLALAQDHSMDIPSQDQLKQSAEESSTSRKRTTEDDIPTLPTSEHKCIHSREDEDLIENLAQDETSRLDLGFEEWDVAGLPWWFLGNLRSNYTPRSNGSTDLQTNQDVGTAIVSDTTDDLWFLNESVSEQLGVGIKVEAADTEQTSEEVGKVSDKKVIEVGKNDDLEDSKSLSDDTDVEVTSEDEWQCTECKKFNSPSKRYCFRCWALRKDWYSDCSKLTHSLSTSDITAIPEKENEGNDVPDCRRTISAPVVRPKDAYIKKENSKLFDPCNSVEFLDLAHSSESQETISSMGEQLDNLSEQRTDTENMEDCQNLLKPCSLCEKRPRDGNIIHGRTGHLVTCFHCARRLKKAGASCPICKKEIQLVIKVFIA
Target sequence (Q00987 whole entry, looked up): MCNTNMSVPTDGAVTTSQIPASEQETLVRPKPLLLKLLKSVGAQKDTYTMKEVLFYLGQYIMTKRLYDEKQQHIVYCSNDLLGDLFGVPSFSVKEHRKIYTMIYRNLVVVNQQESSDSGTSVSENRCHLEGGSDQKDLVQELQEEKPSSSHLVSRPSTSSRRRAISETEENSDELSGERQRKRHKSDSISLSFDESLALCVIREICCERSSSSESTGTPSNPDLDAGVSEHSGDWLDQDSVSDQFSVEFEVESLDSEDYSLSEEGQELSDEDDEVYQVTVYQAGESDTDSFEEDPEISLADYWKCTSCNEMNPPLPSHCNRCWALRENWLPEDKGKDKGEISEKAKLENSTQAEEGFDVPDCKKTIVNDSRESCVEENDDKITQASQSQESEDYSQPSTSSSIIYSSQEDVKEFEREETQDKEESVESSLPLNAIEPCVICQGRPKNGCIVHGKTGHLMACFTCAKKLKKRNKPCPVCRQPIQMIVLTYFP
An asterisk follows results filed as active; x = no result given.

SMILES	Jurkat NFkB inh	XBP1 UPR activ	tim10-1 inh	CHOP UPR activ	TIM10 inh	697 NFkB inh	tim23-1 inh	Mdm2-MdmX inh
Cn1c(=O)c2c(nc(OCC3COC(C)(C)O3)n2Cc2ccccc2F)n(C)c1=O (stereo not drawn)	-13	-2	15	-2.2	10	-41	2	-6
COc1cc(OC)cc(-c2nc(-c3ccccc3)no2)c1	-78	6	40	7.2	33	-92	24	-46
CC(=O)c1cccc(NC(=O)C2CCN(C(=O)c3cccs3)CC2)c1	6	0	15	2.0	8	3	-6	10
Cc1nccc(-c2ccc(-n3cnc4ccccc43)cc2)n1	-7	1	20	1.3	21	-32	12	32
C=CCN(C(=O)CCC(=O)Nc1cc(C)on1)C(C(=O)NC1CCCC1)c1ccc(CC)cc1 (stereo not drawn)	-9	-5	12	-2.1	-11	10	9	15
COc1ccc(N(CC(=O)NC(C)(C)C)C(=O)c2ccco2)cc1	10	3	8	-0.3	7	19	19	0
O=[N+]([O-])c1cc(S(=O)(=O)Nc2cccc(Cl)c2)ccc1N/N=C/c1ccc(N2CCOCC2)cc1	-9	1	16	2.2	14	-11	-3	84*
O=C(CNC(=O)N1CC(=O)Nc2ccccc21)NCc1ccccc1	2	-3	18	2.2	2	10	10	29
CSc1nc(Oc2ccc(=O)[nH]n2)nc(N(C)C)n1	-5	-2	11	-0.5	9	14	4	-17
Cc1cc(-c2ccccc2)nc2cc(C(=O)NCCCn3ccnc3)nn12	-2	-3	-4	-1.6	-1	17	-6	22
COc1ccccc1OCCn1cc(/C=N/NC(N)=S)c2ccccc21	-13	2	-6	1.4	27	16	16	19
NS(=O)(=O)c1cccc(NC(=O)c2cccnc2Oc2ccccc2)c1	4	-1	-1	0.4	13	-18	20	11
C/C(=N/N=C1\SCC(=O)N1c1ccccc1)c1ccc(C)cc1	-19	1	-13	0.7	-21	-9	-19	10
O=C(Nc1cccc(S(=O)(=O)Nc2ccc(Cl)cc2)c1)c1ccc(Cl)nc1	41	0	0	1.9	10	57*	4	35
COc1ccc(Cl)cc1N(C)C(=O)CCNC(=O)Cn1cnc2ccccc2c1=O	10	0	-3	-0.2	-1	3	3	1
NCC(O)COCCC12CC3CC(CC(C3)C1)C2 (stereo not drawn)	-23	-1	35	-0.6	-6	-2	23	13
O=C(O)c1ccc(N2CCN(Cc3ccc4c(c3)OCO4)CC2)c([N+](=O)[O-])c1	3	-1	4	-2.5	1	-8	19	3
Cc1ccc(Cl)cc1NC(=O)COC(=O)CSc1ccccc1	19	-3	-1	0.0	-1	3	12	2
Cc1ccc(N2CC(C(=O)OCC(=O)c3ccc(F)cc3)CC2=O)cc1 (stereo not drawn)	-4	1	18	-1.3	14	10	30	-37
COc1ccc(CCNC(=O)C(=O)NCC2CCCN2S(=O)(=O)c2ccccc2)cc1OC (stereo not drawn)	10	0	2	-0.2	11	5	-10	52*
CCOc1cc(C(c2c(C)[nH][nH]c2=O)c2c(C)[nH][nH]c2=O)cc([N+](=O)[O-])c1O	-9	-2	8	0.4	-7	13	-8	17
CCC(C)NC(=O)CCCCCn1c(=O)[nH]c2cc(OC)c(OC)cc2c1=O (stereo not drawn)	5	-2	-14	-1.0	9	12	1	-2
C/C(N)=C(/C#N)C(=O)CSc1ncnc2ccccc12	8	3	19	1.0	17	9	2	28
CCOC(=O)c1c(C)[nH]c(C(=O)OCC(=O)N2CCN(S(=O)(=O)c3ccc(C)cc3C)CC2)c1C	-7	-1	9	-0.7	3	25	5	29
COc1ccc(NC(=O)C2CC(c3cc(OC)c(OC)c(OC)c3)=NO2)cc1OC (stereo not drawn)	-7	-1	0	-1.6	7	21	24	23
O=C(OCc1nc2ccccc2[nH]1)C1CCCCC1	-11	0	23	0.0	-8	-17	6	-5
O=C(Cn1cc(C(=O)C2CC2)c2ccccc21)NCc1ccccc1	-32	6	16	-0.5	-8	-12	21	-63
COc1ccc(Cl)cc1NC(=O)CN(C)CC(=O)N(CC(C)C)c1c(N)n(CC(C)C)c(=O)[nH]c1=O	14	-3	-3	0.5	-4	18	1	24
Cc1ccc(CC(=O)OCC(=O)NC2CCCC(C)C2C)cc1C (stereo not drawn)	11	0	24	0.8	50*	17	5	10
CNC(=O)c1ccc(NC(=O)C2CCN(S(=O)(=O)c3cccc(C(F)(F)F)c3)CC2)cc1	7	0	2	0.6	-2	9	7	-2

One compound at a time, from the list above. Screens in order: Jurkat NFkB inh, XBP1 UPR activ, tim10-1 inh, CHOP UPR activ, TIM10 inh, 697 NFkB inh, tim23-1 inh, Mdm2-MdmX inh
`Cc1ccc(CC(=O)OCC(=O)NC2CCCC(C)C2C)cc1C` (stereo not drawn) across the screens: 11, 0, 24, 0.8, 50*, 17, 5, 10
`CCOC(=O)c1c(C)[nH]c(C(=O)OCC(=O)N2CCN(S(=O)(=O)c3ccc(C)cc3C)CC2)c1C` across the screens: -7, -1, 9, -0.7, 3, 25, 5, 29
`O=C(Cn1cc(C(=O)C2CC2)c2ccccc21)NCc1ccccc1` across the screens: -32, 6, 16, -0.5, -8, -12, 21, -63
`COc1ccc(Cl)cc1NC(=O)CN(C)CC(=O)N(CC(C)C)c1c(N)n(CC(C)C)c(=O)[nH]c1=O` across the screens: 14, -3, -3, 0.5, -4, 18, 1, 24
`CNC(=O)c1ccc(NC(=O)C2CCN(S(=O)(=O)c3cccc(C(F)(F)F)c3)CC2)cc1` across the screens: 7, 0, 2, 0.6, -2, 9, 7, -2

The results go on:
SMILES	Jurkat NFkB inh	XBP1 UPR activ	tim10-1 inh	CHOP UPR activ	TIM10 inh	697 NFkB inh	tim23-1 inh	Mdm2-MdmX inh
O=C(Nc1nc2ccccc2[nH]1)C1CCCO1 (stereo not drawn)	-22	3	-7	2.8	1	-36	2	8
O=C(OCC(=O)N1CCOCC1)c1cc(=O)[nH]c2ccccc12	0	-2	4	0.8	-2	1	7	14
CCC(=O)NC(=S)Nc1ccc(NC(=O)c2ccc([N+](=O)[O-])cc2Cl)cc1	-2	0	12	-2.4	14	12	21	11
CC(C)CNC(=O)CCc1nc(-c2ccccc2)no1	-5	-5	-7	-0.4	-6	15	13	6
CCC(C(=O)NCCCN1CCCC1=O)n1c2ccccc2c2nc(=O)cc(C)n21 (stereo not drawn)	2	-3	-8	-0.4	5	18	-10	-4
O=C(NCCc1cccc(C(F)(F)F)c1)C1CCC(=O)N(Cc2ccc(Cl)cc2)C1 (stereo not drawn)	-9	-3	11	0.2	10	-16	9	-15
CCCC(=O)Nc1c2c(nn1-c1ccc(C)cc1C)CSC2	-23	-3	2	-1.4	0	3	5	6
COc1ccccc1/C=C/C(=O)OCC(=O)Nc1c(F)cccc1F	-16	-1	15	0.2	0	3	12	-7
COc1ccc(CNC(=O)C2CCN(S(=O)(=O)c3ccc4c(c3)N(C(C)=O)CCO4)CC2)cc1	14	-3	-6	-0.8	-2	9	3	13
CC(C)c1ccc(NC2CCCN(C(=O)c3cccc(N4CCNC4=O)c3)C2)cc1 (stereo not drawn)	-9	0	-8	0.7	7	-31	5	-8
COc1ccc(-c2nc(CS(=O)CC(=O)NC(C)CCc3ccccc3)c(C)o2)cc1OC (stereo not drawn)	-8	-3	28	1.6	7	-3	6	23
CCCCN(CC)CCCNC(=O)c1cn(C)c2ccc(S(=O)(=O)N(C)C3CCCCC3)cc2c1=O	-5	0	15	2.5	-6	-22	5	38
COc1ccc(OC)c(/C=C/C(=O)OCC(=O)Nc2ccc(Cl)c(S(=O)(=O)N(C)C)c2)c1	13	-2	15	-2.1	17	0	17	-24
COc1ccc(NC(=S)N2CCC(N(C)CCN3CCOCC3)CC2)cc1	0	1	-8	1.8	-16	-15	9	8
CC1CCc2c(sc(NC(=S)NC(=O)c3ccccc3)c2C#N)C1 (stereo not drawn)	-55	2	27	8.8	16	-72	14	-44
O=C(C[C@H]1C[C@H](C(=O)N2CCCCC2)[C@@]2(CCc3ccccc3)c3[nH]c4ccc(Cl)cc4c3CCN2C1=O)NCCc1ccccn1	x	10	22	16	2	12	40	26
O=C(CCC1CCCN(C(=O)CC2=CCCCC2)C1)N1CCN(c2ccccn2)CC1 (stereo not drawn)	-18	-4	10	-1.1	6	8	16	-5
CCOC(=O)COc1ccc(C(=O)NC2CCCCC2)cc1	2	0	13	0.6	11	16	4	4
CCc1nnc(SCC(=O)NC2CCCCC2)nc1CC	2	1	5	0.2	2	3	22	-29
O=[N+]([O-])c1ccc(-c2nc(NCc3cccnc3)c3ccccc3n2)cc1	-32	0	-24	1.2	-17	-14	-33	29
COc1ccc(-c2noc3c2-c2nc(-c4ccc(Br)cc4)sc2CC3)cc1	-8	0	-1	0.3	16	19	9	-11
CC1=C(C(=O)O)N2C(=O)C(NC(=O)c3nn(C)c(C)c3Cl)C2SC1 (stereo not drawn)	-6	-5	2	-1.7	3	4	5	9
COc1ccc(N2CCN(S(=O)(=O)c3ccc(OC)cc3)CC2)cc1	23	-1	7	-1.3	5	-4	-2	19
CCO[C@@H]1OC(C(=O)N2CCN(Cc3ccc4c(c3)OCO4)CC2)=C[C@H](c2cn(C(C)=O)c3ccccc23)[C@H]1CCCO	1	0	-18	-0.2	-1	0	-5	37
Cc1cc(F)c(F)cc1C(=O)N1CCCC1	8	1	7	-2.3	-9	8	6	8
Cc1cccc(-n2c(SCC(=O)NCc3ccco3)nc3ccccc3c2=O)c1	-9	0	27	-2.9	-7	4	3	14
CCOc1ccc(S(=O)(=O)n2cnc(C)c2)cc1	1	-3	-8	1.2	8	7	0	12
COc1cc(C(=O)OCC(=O)NCc2ccco2)cc(OC)c1OC	9	-5	4	0.2	-2	-27	12	5
COc1cc(NC2=CC(=O)CC(C)(C)C2)cc(OC)c1OC	5	1	4	-2.0	8	14	12	16
O=C(Nc1cc(C(=O)N2CCN(c3ccccc3)CC2)ccc1Cl)c1cccs1	14	-1	-5	0.8	-3	9	13	30
COc1ccccc1NS(=O)(=O)c1cc(NC(=O)CN2C(=O)NC3(CCCC3)C2=O)ccc1C	-9	-2	8	-1.1	-1	11	-5	18
COc1ccc(C(CNC(=O)c2ccc(OCc3ccccc3)cc2)N2CCOCC2)cc1 (stereo not drawn)	-18	0	22	2.9	10	-23	35	-16
C[C@@H](C(=O)NCc1ccco1)N1C(=O)N2CCc3c([nH]c4ccccc34)[C@@]2(C)C1=O	7	-3	0	1.5	-3	12	10	28
O=C(CN1CCCCC1)Nc1nnc(-c2ccccc2)s1	-60	1	12	1.0	-13	-37	4	-1
CN(C)CCC1c2ccc(Cl)cc2CCc2cccnc21 (stereo not drawn) (tested in a mixture with another compound)	-3	0	16	-0.7	-17	-1	-9	5
c1csc(-c2ccnc3ncnn23)c1	7	-1	13	0.3	9	0	12	-15
O=C(NNc1ncnc2c1cnn2-c1ccccc1)c1cccs1	-4	-3	6	0.2	-10	1	-4	9
Clc1ccccc1Cn1nnc(-c2cccs2)n1	-73	2	9	7.2	-5	-53	22	-22
Cc1ccc(C(=O)NNC(=O)Cc2nc3nc(C)cc(C)n3n2)cc1	12	-1	1	-0.9	9	10	-4	17
CC(=O)Nc1ccc(S(=O)(=O)N2CCC(NC(=O)c3ccccc3)CC2)cc1	-4	-2	-5	1.3	-1	-30	-7	-29
